ssDAF-12 act – S. stercoralis DAF-12 activation, primary screen; HEK293 ssDAF-12/GRIP1 lit1-tk-luc reporter, luminescence; % of 3 µM dafachronic acid response; activation, % at 6.8 µM; 370,000 tested, 1% active;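 active = activation above the mean over all tested compounds plus 3 SD, cut at about 0.9% in these data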;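 also: 0% = DMSO-only wells and 100% = 3 µM delta7-dafachronic acid wells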
GAA850 FXN act – increases GAA850 frataxin promoter reporter activity; 360,000 tested, 0.56% active; activation, % at 6 µM; AID 540364; HEK293 lucGAA850 FXN promoter luciferase reporter, 24 h; percent of 10 µM SAHA response;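 active = activation above the average of all compounds screened plus 3 SD, cutoff fixed separately per campaign, cut at about 7.5% in these data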;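 also: 0% = DMSO wells and 100% = 10 µM SAHA wells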
SMARCA2 activ – activators of SMARCA2 function. 370,000 tested, 1% active. activation, % at 9.1 µM. AID 652017. MG213 cells, MMTV-luciferase reporter, dexamethasone, overnight; in the data active = activation above about 7.8%;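 also: 0% = vehicle wells and 100% = reference activator wells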
hgDAF-12 ag – agonists of H. glycines DAF-12 nuclear receptor. HEK293 GAL4-hgDAF12 UAS-luciferase reporter, agonist luminescence; normalized to butyrate control. activation, % at 6.8 µM. 370,000 tested, 1.8% active;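 active = activation above a cutoff set at the mean of all screened compounds plus 3 SD, cut at about 10% in these data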;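 also: 0% = DMSO wells and 100% = sodium butyrate wells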
ADAM10 inh – inhibitors of human ADAM10. O14672. recombinant ADAM10, EDANS/DABCYL FRET peptide cleavage, 3 h. inhibition, % at 7 µM. 370,000 tested, 0.62% active. AID 720582;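 active = inhibition above a per-campaign cutoff equal to the mean of compounds falling between control-based bounds plus 3 SD, cut at about 20% in these data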;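 also: 0% = DMSO wells while the 100% control is not disclosed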
Target sequence (O14672 214-748 limits assumed): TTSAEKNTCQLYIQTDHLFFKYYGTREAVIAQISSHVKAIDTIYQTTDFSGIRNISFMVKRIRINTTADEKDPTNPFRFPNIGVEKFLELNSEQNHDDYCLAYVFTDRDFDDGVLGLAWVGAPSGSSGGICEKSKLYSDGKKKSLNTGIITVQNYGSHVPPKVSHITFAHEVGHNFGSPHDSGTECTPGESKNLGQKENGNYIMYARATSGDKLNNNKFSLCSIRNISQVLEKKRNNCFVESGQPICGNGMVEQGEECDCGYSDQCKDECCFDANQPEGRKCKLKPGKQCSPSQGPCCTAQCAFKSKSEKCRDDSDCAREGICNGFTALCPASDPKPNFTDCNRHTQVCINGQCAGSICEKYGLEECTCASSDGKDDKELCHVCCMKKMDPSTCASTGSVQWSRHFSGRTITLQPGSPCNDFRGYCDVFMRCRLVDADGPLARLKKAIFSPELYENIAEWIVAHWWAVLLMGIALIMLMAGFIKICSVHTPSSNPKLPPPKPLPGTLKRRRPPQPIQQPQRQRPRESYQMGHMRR
DAX1 inh-1 – inhibitors of human orphan nuclear receptor DAX1 (NR0B1); AID 504766; 340,000 tested, 0.99% active; inhibition, % at 6.75 µM; P51843; HEK293 Gal4-DAX1 luciferase reporter, luminescence;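 active = inhibition above the mean over all tested compounds plus 3 SD, cut at about 4.2% in these data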;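 also: 0% = DAX1-transfected cells with DMSO and 100% = empty-vector control cells with DMSO; inhibition shows as a rise in luminescence from relieved DAX1 repression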
Target sequence (P51843 207-470 limits assumed): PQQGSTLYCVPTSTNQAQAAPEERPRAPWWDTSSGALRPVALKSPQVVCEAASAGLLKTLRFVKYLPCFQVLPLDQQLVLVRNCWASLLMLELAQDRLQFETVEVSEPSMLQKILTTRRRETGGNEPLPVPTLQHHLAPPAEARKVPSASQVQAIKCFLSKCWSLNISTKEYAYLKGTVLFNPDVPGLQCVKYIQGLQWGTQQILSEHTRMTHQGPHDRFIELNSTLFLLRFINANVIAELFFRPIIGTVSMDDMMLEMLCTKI
PG9 binder – binds the HIV-1 gp120 antibody PG9; TR-FRET gp120-PG9 antibody binding; inhibition, % at 6.7 µM; 360,000 tested, 0.43% active; in the data active = inhibition above about 8.5%
DAX1 inh-2 – inhibitors of DAX1 repression of SF-1 activated StAR promoter. HEK293T StAR-luciferase reporter, SF-1/DAX-1 repression relief. inhibition, % at 6.8 µM. 370,000 tested, 1.1% active. AID 652010;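 active = inhibition above the mean over all tested compounds plus 3 SD, cut at about 3.6% in these data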;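 also: 0% = DAX-1 cells with DMSO and 100% = cells lacking DAX-1 with DMSO; higher inhibition means more luminescence from relief of DAX-1 repression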
GC-A act – GC-A (human) enzyme activation | P16066 | HEK293 GC-A cells, cGMP TR-FRET, EC30 ANP; 0% at EC30 ANP, 100% saturating ANP | activation, % at 10 µM | 370,000 tested, 0.14% active | AID 1671463; in the data active = activation above about 40%
hcDAF12 agonist – H. contortus DAF-12 activation, primary screen; 370,000 tested, 1.4% active; HEK293 hcDAF-12 lit1-tk-luc reporter, luminescence; 0% DMSO, 100% Δ7-dafachronic acid; AID 652067; activation, % at 6.8 µM;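 active = activation above the mean of all tested compounds plus 3 SD, cut at about 5.5% in these data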;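 also: 100% = response to 3 µM Δ7-dafachronic acid high control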
ADAM17 inh – inhibitors of human ADAM17 | recombinant ADAM17, EDANS/DABCYL FRET peptide cleavage | inhibition, % at 6.95 µM | 370,000 tested, 0.83% active | AID 720648;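 active = inhibition above the mean of compounds lying between control limits plus 3 SD, set per campaign, cut at about 8.5% in these data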;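 also: 0% = DMSO-only wells as the low control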
An asterisk follows results filed as active; . = not tested or not shown.

SMILES	ssDAF-12 act	GAA850 FXN act	SMARCA2 activ	hgDAF-12 ag	ADAM10 inh	DAX1 inh-1	PG9 binder	DAX1 inh-2	GC-A act	hcDAF12 agonist	ADAM17 inh
COc1ccc(OC)c(C=NNC(=O)NN=Cc2cc(OC)ccc2OC)c1	-1.3	-0.1	-3	2.2	-265	0.0	-0.7	-1.3	9	-2.2	-71
CC(C)CC(OC(=O)c1ccco1)C(=O)NC1CCCC1 (stereo not drawn)	-0.8	0.2	-3	-2.1	2	-0.4	-1.6	-0.3	3	-0.5	0
Nc1[nH]c(C(=O)c2ccc(Br)cc2)c(-c2ccc(Br)cc2)c1C(=O)NCc1cccc2ccccc12	-1.5	.	-6	-0.5	-2	.	-1.1	0.1	-1	-0.5	-3
OCCn1c(SC2CCCCC2)nc2ccccc21	-1.4	0.4	1	-0.1	8	-0.3	-0.6	-0.7	-3	-2.6	-1
Cc1ccc(SCCNC(=O)c2ccc([N+](=O)[O-])c(C)c2)cc1	-1.0	1.2	-3	1.4	7	0.3	-0.4	-0.4	-6	-1.7	-2
CC12CCC(C(=O)Nc3cccnc3)(CC1=O)C2(C)C (stereo not drawn)	-0.7	-1.9	0	-0.4	1	0.5	-1.2	0.3	2	1.0	-3
CN(C)/C=C(/C(=O)c1ccc(Cl)cc1)S(=O)(=O)c1ccccc1	-0.3	5.0	0	-2.1	17	-0.7	-2.5	0.9	-3	-1.5	5
CC(C)(C)c1ccc(CC(=O)N2CCC2(C)C(=O)NS(=O)(=O)c2ccccc2)cc1 (stereo not drawn)	-0.9	0.6	-3	4.4	-12	.	-1.0	0.7	1	0.3	-4
CC[n+]1c(-c2ccc(C)cc2)csc1Nc1c(C)n(C)n(-c2ccccc2)c1=O	-1.6	-2.7	-3	-2.0	-3	-2.3	-2.0	-2.0	3	-4.1	-2
COc1ccc(NC(=O)CCCc2c[nH]c3ccccc23)cc1OC	-0.3	0.9	-1	-1.1	10	-0.9	-1.5	-0.1	-2	0.2	1
O=C1NCCN1Cc1ccccc1F	-0.8	0.1	-3	1.6	6	0.8	-1.4	0.4	-3	-1.1	1
Cc1ccccc1NC(=O)Nc1ccccc1C(=O)NCc1ccccc1	-1.7	-1.1	-2	-0.5	-33	0.1	2.7	0.5	1	-1.1	-12
Cc1ccc(C(=O)n2nc(-n3cccc3)c3c(C)cc(C)nc32)cc1	-0.9	0.9	-1	-3.8	-3	0.4	-1.4	-0.1	12	-1.4	-2
Cn1nnc2cc(NC(=O)NCc3ccc4c(c3)OCO4)ccc21	-1.8	0.6	2	-0.2	-9	1.4	-1.0	0.2	-1	-0.2	-2
O=C(NCCc1ccccc1)c1cccc2c1C(=O)N(C1CCCCC1)C2	-1.1	0.8	4	2.2	3	0.6	-0.9	-0.3	-2	0.4	-3
CC1(C)C(=O)Nc2ccccc2N1C(=O)COC(=O)c1cc(S(=O)(=O)N2CCOCC2)ccc1F	-1.2	1.8	2	-1.9	1	0.1	-1.6	-0.3	1	-1.2	-2
O=S(=O)(NN1CCOCC1)c1ccc(Br)cc1	-0.6	2.0	0	-0.6	-3	0.9	0.8	-0.9	0	1.6	-6
O=C(Nc1ccccc1N1CCCC1)c1ccc([N+](=O)[O-])cc1Cl	0.2	0.1	3	1.0	1	1.7	-5.3	0.2	-11	-0.2	-3
O=C(CCN1C(=O)c2cccnc2C1=O)NC1CCCCCC1	-1.2	0.6	-3	-0.1	-3	1.3	-0.8	0.0	1	-0.5	-5
Cc1cccc(C)c1NC(=O)Cn1c(=O)c(N2CCCCC2)c(N)n(C)c1=O	-0.8	-0.2	-5	-1.2	-8	0.8	3.8	-0.2	2	-0.6	3
COC(=O)C1(c2ccccc2)NC(c2ccc(O)cc2)C2C(=O)N(c3ccc4c(c3)OCO4)C(=O)C21 (stereo not drawn)	-1.3	-1.1	-1	-3.4	1	-1.5	0.0	-0.2	-2	-0.5	-6
CCC(C#Cc1ccccc1)NCc1ccc(OC)cc1OC (stereo not drawn)	-1.1	.	.	3.2	10	.	.	.	-23	-1.3	2
O=C(CN1CCN(c2ccccc2)CC1)Nc1ccccc1Cl	-2.0	1.2	-1	-1.2	6	4.2	-1.8	-0.1	-4	-1.6	-1
O=C(CC1Sc2ncnn2C1=O)Nc1ccc(Cl)cc1 (stereo not drawn)	-1.5	.	0	1.7	-1	.	-1.6	0.0	-2	1.8	2
CC(C)C(NS(=O)(=O)c1ccc2c(c1)OCCO2)C(=O)NCCc1ccccn1 (stereo not drawn)	-0.6	-0.9	-6	2.4	1	-0.9	1.6	0.2	0	-0.8	-5
The listing continues.
SMILES	ssDAF-12 act	GAA850 FXN act	SMARCA2 activ	hgDAF-12 ag	ADAM10 inh	DAX1 inh-1	PG9 binder	DAX1 inh-2	GC-A act	hcDAF12 agonist	ADAM17 inh
CC1=CCC2C(=O)N(CCc3c[nH]c4ccccc34)C(=O)C2C1 (stereo not drawn)	0.5	5.3	3	2.8	0	0.1	-1.6	-0.4	3	4.3	0
COC(=O)c1ccc2c(=O)n(CCCCCC(=O)O)c(=O)[nH]c2c1	-1.6	-1.9	-6	-1.8	-238	-0.5	-0.7	-0.6	5	-2.1	-66
COc1ccc(-c2c(Cc3ccccc3)nc(NC(=O)c3ccccc3F)n2C)cc1	-1.1	.	0	0.0	-1	.	.	0.4	-1	-0.9	2
CC(C)C[C@@H]1O[C@H](CCc2ccccc2)Cc2[nH][nH]c(=O)c21	-1.1	.	0	-1.6	-1	.	0.1	0.5	0	4.0	-4
CC(C)[C@@H](N)C(=O)NC[C@H]1O[C@@H](n2cnc3c(=O)[nH]c(N)nc32)[C@H](O)[C@@H]1O	-0.7	.	5	0.9	4	.	-0.4	-0.9	2	1.4	1
COC(=O)C[C@@H]1C=C[C@@H](NC(=O)c2ccccc2F)[C@@H](CO)O1	-1.3	.	-4	-0.2	-15	.	2.0	-0.1	3	-0.7	-4
O=C(COC(=O)c1cc(=O)c2ccccc2o1)Nc1ccc2ccccc2c1	0.2	1.7	-1	5.6	-15	-0.3	0.0	-1.1	-6	3.2	-5
C[C@H](CO)N1C[C@H](C)[C@@H](CN(C)Cc2cccc(F)c2)Oc2cc(-c3cccc(C#N)c3)ccc2S1(=O)=O	-1.1	0.3	-2	0.2	9	1.1	-1.4	-1.0	0	-2.4	3
O=C(COC(=O)CCC1CCCC1)Nc1ccc(F)cc1Cl	0.0	0.7	-3	1.6	-12	-0.3	-0.9	-1.8	-1	-0.1	-2
CCC(=O)Nc1ccc(C(=O)N/N=C/c2cccnc2)cc1	-1.4	-1.3	8	-1.6	4	1.0	-3.3	-0.2	-2	-1.7	1
Cc1ccc(Sc2c([N+](=O)[O-])c(C)nn2C)cc1	-2.0	-0.2	3	-2.0	9	0.6	-2.0	-0.4	5	-0.5	1
O=C(CSc1nc(-c2ccccc2)nc2ccc(F)cc12)Nc1cccc(C(=O)O)c1	-0.3	-4.0	-3	-0.9	7	3.9	0.6	0.5	0	5.0	4
Cc1ccccc1NS(=O)(=O)c1ccc(C)c(NS(C)(=O)=O)c1C	-1.3	-1.8	-3	-3.1	-1	0.7	0.8	-0.2	-3	-0.9	-4
O=C1COc2ccc(C(=O)COC(=O)Cc3c(F)cccc3Cl)cc2N1	-1.4	-0.1	-1	-0.6	-114	-1.7	0.0	-0.1	3	-2.0	-41
O=C(Cc1c[nH]c2ccccc12)NCc1cccs1	-0.3	0.3	-1	2.5	-2	1.8	1.6	0.1	-3	2.6	-2
O=[N+]([O-])c1ccc(/C=N/Nc2ncc(Br)cn2)cc1	-0.5	0.7	-1	4.2	-3	-0.7	-0.9	0.2	-7	0.8	-5
C=CCSC1=C(C#N)C(c2cc(Br)c(O)c(OC)c2)CC(=O)N1 (stereo not drawn)	-1.3	-0.2	-1	-0.6	-1	-1.5	0.0	-0.1	-10	0.6	-5
O=C(c1ccco1)N1CCN(S(=O)(=O)c2ccc3c(c2)OCCO3)CC1	-1.3	-0.3	-1	-1.5	-19	-0.5	0.0	0.2	0	-2.1	-3
O=[N+]([O-])c1ccccc1C=CC=NN=Cc1ccccc1O	-0.1	-2.1	-1	1.1	-10	5.5*	0.0	-1.0	9	1.8	-6
CCOc1cc(/C=N/N=C/c2ccc(O)c(OCC)c2)ccc1O	-1.1	-1.1	-3	3.5	3	0.5	-0.3	-0.8	-3	0.3	-2
O=C(NCCN1Cc2ccccc2C1=O)c1cccs1	-0.6	4.2	2	3.0	8	-0.2	50*	0.7	-1	1.6	4
Cc1cc(C)c[n+](CC(=O)c2c(C)cc(C)c([N+](=O)[O-])c2C)c1	-1.0	0.3	3	-0.4	9	3.4	0.2	0.1	0	1.5	2
COc1ccc(-n2nnnc2SCC(=O)Nc2ccccc2N2CCOCC2)cc1OC	-1.1	-0.6	1	0.1	-5	4.3*	-1.6	-0.2	-1	1.6	-1
Cc1ccc(S(=O)(=O)N2[C@@H](c3ccc(C(C)(C)C)cc3)C(C(=O)O)=CC[C@H]2c2ccc(C(C)C)cc2)cc1	-1.7	-0.3	-5	-2.6	22*	-1.7	1.4	0.9	-9	0.4	4
COC(=O)C1CN(Cc2cn(Cc3ccc(C)cc3)nn2)CCS(=O)(=O)N1Cc1ccc(F)cc1 (stereo not drawn)	-1.5	.	1	-3.5	7	.	.	-0.8	-7	-3.4	1
Remaining list, next part
SMILES	ssDAF-12 act	GAA850 FXN act	SMARCA2 activ	hgDAF-12 ag	ADAM10 inh	DAX1 inh-1	PG9 binder	DAX1 inh-2	GC-A act	hcDAF12 agonist	ADAM17 inh
Cc1cc(C)nc(N2CCC(C(=O)NCc3ccccc3F)CC2)n1	-2.6	-1.1	-2	-3.3	-8	0.9	0.7	-0.9	1	-1.0	-6
COC(=O)CC1=NN(c2ccc(OC)cc2)C(=O)/C1=C\c1ccc(Cl)cc1	-1.2	0.2	-1	0.3	8	0.8	0.3	-0.1	12	-1.5	2
Cc1cc(C)nc(NS(=O)(=O)c2ccc(NC(=O)Nc3ccccc3)cc2)n1	-0.9	2.9	-3	-4.3	-6	1.0	-1.8	1.6	1	-0.3	-2
Cc1nc(N)sc1-c1csc(Nc2cccc(C(=O)O)c2)n1	-1.3	0.3	2	-0.3	-14	-1.2	-5.8	0.8	4	1.0	-5
CCCCCC(=O)Nc1ccc(C(=O)COC(=O)c2ccccn2)cc1	-0.4	3.5	0	3.9	-7	0.1	0.7	1.6	1	0.4	-1
COc1ccc2[nH]c(=O)c(CN(c3ccc(C)c(C)c3)S(C)(=O)=O)cc2c1	-0.8	1.1	-2	-1.6	-187	0.8	-2.0	-0.2	-22	-1.6	-52
S=c1[nH]cc2cnccn12	0.1	0.8	4	-2.2	-77	0.2	-0.7	0.2	1	-1.0	-19
Cc1cc(C)n(CC(O)COc2ccccc2C)n1 (stereo not drawn)	-2.2	0.5	-3	1.4	8	-0.1	0.4	1.2	-5	-1.7	0
CC(C)NC(=O)COC(=O)c1ccc(O)cc1	-0.3	1.8	0	4.8	-3	-0.7	1.9	-0.6	5	2.1	-5
CCOCc1nnc(NC(=O)CSc2ccc(C)cc2)s1	-0.8	-2.8	2	2.1	2	0.3	1.1	1.1	1	-1.0	-3
